Source: PubChem BioAssay
Epigenetic derep – derepresses silenced GFP reporter in murine cells; hit rate 0.2% among 280,000; murine LDR cells, GFP reporter derepression, 30 h; Potency, µM (highest dose often 53.9 µM), without a hit: at the top dose GFP activation, hits mostly activators; AID 1865; also: % of control where 0% means no effect; nearly all actives have a fitted effect of over 60% in size
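In this reporter-derepression format, murine cells bearing a silenced integrated CMV-GFP locus incubate with test compound (30 h, 37 C), then are washed and imaged; fluorescent objects of 20–120 um count as induced cells.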
Tau fluor cs – counter-screen for tau fibril formation inhibitors. tau K18 P301L Alexa594 fluorescence, heparin fibrillization. Potency, µM (top dose mostly 57.7 µM), for inactives: at the highest dose activity change, negative = decrease. hit rate 0.93% among 280,000; also: % is scaled to controls: 0 for no effect and ±100 for the full control effect; nearly all actives have a fitted effect of over 55% in size
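Human tau K18 P301L (15 uM unlabeled, 0.24 uM Alexa 594-labeled) in 100 mM sodium acetate pH 7 with 20 uM heparin, 6 hr at 37 C. ThT 30 uM added, 1 hr ambient; Alexa 594 FP and total fluorescence read at 555/632 nm.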
GAA glycogen – alters human alpha-glucosidase cleavage of glycogen | Potency, µM (titrated, usually from 76.4 µM), for inactives: at the top dose activity change, negative = inhibition, usual class: inhibitors | hit rate 0.38% among 300,000 | recombinant GAA, glycogen substrate, Amplex Red glucose oxidase fluorescence | AID 2100;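 also: 0% = full enzyme reaction and -100% = no-enzyme basal signal; the screen sought inhibitors and activators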
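Recombinant enzyme (4 nM final) with compounds titrated up to 77 uM and bovine liver glycogen (30 ug) in citrate pH 5.0, 0.01% Tween-20, 37 C 40 min. Released glucose detected by Amplex Red/glucose oxidase (Ex 573/Em 610); AC50 from Hill fits.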
aGal spleen mod – inhibits or activates alpha-galactosidase in human spleen homogenate. P06280. human spleen homogenate, 4MU-alpha-Gal fluorescence, 40 min. Potency, µM (highest dose often 80 µM), for the others: at the top dose activity change, negative = inhibition, usual class: inhibitors. hit rate 0.008% among 240,000. AID 2107;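 also: 0% = enzyme with vehicle and -100% = no enzyme basal signal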
Target sequence (P06280 32-429 limits assumed): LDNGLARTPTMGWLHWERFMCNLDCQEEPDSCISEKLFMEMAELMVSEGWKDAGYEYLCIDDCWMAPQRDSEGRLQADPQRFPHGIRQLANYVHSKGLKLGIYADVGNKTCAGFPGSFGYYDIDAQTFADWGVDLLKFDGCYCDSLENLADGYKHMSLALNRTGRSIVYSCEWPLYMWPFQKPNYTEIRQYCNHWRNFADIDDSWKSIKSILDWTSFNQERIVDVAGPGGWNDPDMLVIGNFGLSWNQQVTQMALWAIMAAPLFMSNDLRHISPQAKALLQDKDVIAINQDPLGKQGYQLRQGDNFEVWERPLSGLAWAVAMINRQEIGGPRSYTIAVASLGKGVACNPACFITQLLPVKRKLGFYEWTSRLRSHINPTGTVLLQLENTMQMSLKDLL
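Human spleen homogenate (1 ug) as enzyme source, 4-methylumbelliferyl-alpha-D-galactopyranoside 1 mM final, citrate/phosphate pH 5.0 with 0.01% Tween-20. Compounds 40 min at 37C, NaOH/glycine stop; fluorescence Ex 365/Em 440, Hill-fit AC50.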
ALDH1A1 block – blocks purified human ALDH1A1 activity; Potency, µM (titrated, usually from 75.3 µM), for the others: at the highest dose activity, negative = inhibition, hits mostly inhibitors; P00352; Purified ALDH1A1, NADH fluorescence, propionaldehyde substrate; hit rate 7.3% among 220,000; active = well fitted inhibition curve with a large enough effect, not every such curve was filed as active; inconclusive = small, poorly fitted or top-dose-only effect, or another doubt; inactive = no such curve, though single readings can be large or run the other way;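 also: plate controls were no enzyme wells and a reference inhibitor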
GAA inh – alpha-glucosidase (human) inhibition | P10253 | hit rate 0.005% among 200,000 | AID 1466 | purified human GAA, 4-MU-alpha-glucoside fluorescence | Potency, µM (titrated, usually from 76.9 µM), for inactives: at the highest dose activity change, negative = inhibition, hits mostly inhibitors;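 also: plate controls were uninhibited enzyme wells for no effect and no-enzyme background for full effect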
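Read-out is 4-methylumbelliferone fluorescence (Ex 365/Em 440 nm) after NaOH/glycine stop at pH 10. Enzyme 4 nM, substrate 400 uM, pH 5.0 citrate buffer, 20 min room temperature; AC50 from Hill-equation concentration-response.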
NPSR antagonist – neuropeptide S receptor (human) antagonism, cAMP; hit rate 1% among 220,000; CHO-NPSR cells, cAMP TR-FRET, antagonist mode; Potency, µM (top dose mostly 38.3 µM), without a hit: at the top dose activity change, negative = inhibition, actives largely listed as inhibitors; AID 1461; also: % is scaled to controls: 0 for no effect and ±100 for the full control effect; nearly all actives have a fitted effect of over 50% in size; many of its hits are not listed in these tables
Target sequence (Q6W5P4 whole entry, looked up): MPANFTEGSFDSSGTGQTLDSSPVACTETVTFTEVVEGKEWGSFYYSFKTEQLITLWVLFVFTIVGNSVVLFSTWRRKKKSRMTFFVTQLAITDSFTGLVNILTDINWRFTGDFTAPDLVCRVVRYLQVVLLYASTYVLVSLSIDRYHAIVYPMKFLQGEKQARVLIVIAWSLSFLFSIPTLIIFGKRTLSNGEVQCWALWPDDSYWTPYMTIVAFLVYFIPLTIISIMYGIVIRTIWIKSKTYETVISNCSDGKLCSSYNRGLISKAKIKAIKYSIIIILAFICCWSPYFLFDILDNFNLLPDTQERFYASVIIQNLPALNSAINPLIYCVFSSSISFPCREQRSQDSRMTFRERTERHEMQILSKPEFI
GAA spleen mod – lysosomal alpha-glucosidase (human) modulation. P10253. human spleen homogenate, 4-MU-alpha-glucoside fluorescence. Potency, µM (top dose mostly 79.9 µM), for the others: top-dose activity change, negative = inhibition, usual class: inhibitors. hit rate 0.006% among 240,000. AID 2112;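 also: 0% = enzyme with vehicle and -100% = no enzyme basal signal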
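Enzyme source: human spleen homogenate, 1 ug/well. Buffer 50 mM citric acid/K phosphate pH 5.0, 0.01% Tween-20. 4-MU-alpha-glucoside 1 mM; 37 C x 40 min; NaOH/glycine stop; fluorescence.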
The depositor's hits bear a star; ? = inconclusive; . = not tested or not shown; & = joins results of further samples; [ ] = another dose, or the depositor's remark. Unless noted, calls follow the shape of the dose curve; as a rule, active = well fitted curve in the direction sought with a large enough effect; inconclusive = small, poorly fitted or top-dose-only effect, or another doubt; inactive = no such curve, though single readings can be large; an effect the other way counts as inactive or inconclusive. Potency is read from the fitted curve at half-maximal effect. Not all compounds are listed, so the mix of outcomes need not match the whole.

Preview (2 entries):
compound	NPSR antagonist	ALDH1A1 block	Tau fluor cs	Epigenetic derep	aGal spleen mod	GAA inh	GAA glycogen	GAA spleen mod
CC(C)[C@H](NC(=O)[C@H](CCCN=C(N)N)NC(=O)NC(Cc1ccccc1)C(=O)O)C(=O)NC(C=O)CCCN=C(N)N (stereo partly specified)	18%	4%	-3%	1.9%	5%	-1%[15.4 µM]	1%	0%
Cc1ccc(C)c2c1cc(C)c1nnc(SCC(=O)Nc3nc4c(s3)CCCC4)n12	10%	-4%	10%	1.5%	-14%	-5%	13%	-3%

The listing, previewed entries included:
compound	NPSR antagonist	ALDH1A1 block	Tau fluor cs	Epigenetic derep	aGal spleen mod	GAA inh	GAA glycogen	GAA spleen mod
CC(C)[C@H](NC(=O)[C@H](CCCN=C(N)N)NC(=O)NC(Cc1ccccc1)C(=O)O)C(=O)NC(C=O)CCCN=C(N)N (stereo partly specified)	18%	4%	-3%	1.9%	5%	-1%[15.4 µM]	1%	0%
Cc1ccc(C)c2c1cc(C)c1nnc(SCC(=O)Nc3nc4c(s3)CCCC4)n12	10%	-4%	10%	1.5%	-14%	-5%	13%	-3%
CCOC(=O)c1nnn(CC(=O)Nc2cc(F)ccc2F)c1C(=O)OCC	-4%[46.1 µM]	15%	-8%	-0.7%	12%	-4%	2%	-1%
NC(=O)CSc1nc(O)cc(=O)n1-c1ccccc1	-3%[46.1 µM]	-4%	1%	0.0%	-21%	-1%	3%	-13%
C=CCn1c(=N)n(CC(=O)c2ccc(Br)s2)c2ccccc21	-3%	5%	-4%	0.0%	1%	0%	-16%	0%
CC(=O)Nc1ccc(N(C(=O)CNC(=O)c2ccco2)C(C(=O)NCC2CCCO2)c2ccccc2)cc1 (stereo unspecified)	5%	-1%	9%	-1.0%	3%	9%	-4%	2%
COc1cccc(C2C(C(=O)c3sc(C)nc3C)=C(O)C(=O)N2CCN2CCOCC2)c1OC (stereo unspecified)	6%[46.1 µM]	-9%	3%	-0.5%	8%	0%	-21%	-2%
Cc1cccc(S(=O)(=O)Nc2cccc3c2C(=O)c2ccccc2-3)c1	-21%[46.1 µM]	?	?	-1.5%	0%	-5%	-2%	-7%
CC(C)(C)c1cc(CN2CCN(CCO)CC2)cc(C(C)(C)C)c1O	-3%[46.1 µM]	?	2%	-1.1%	-14%	4%	?	5%
O=C(CSc1nc2c(sc3ccccc32)c(=O)n1CCCN1CCCC1)NCc1ccccc1	-56%	?	-6%	-1.5%	?	?	-14%	15%
COc1ccc2ccccc2c1C1CC(=O)N2CN(Cc3ccco3)CSC2=C1C#N (stereo unspecified)	-19%[46.1 µM]	22µM*	-23%	0.7%	-1%	3%[15.4 µM]	-9%	-4%
Cc1ccc(C(=O)O/N=C(\N)c2cccnc2)cc1[N+](=O)[O-]	13%	0%	-9%	-3.0%	-1%	-1%	-7%	-8%
Cc1ccc2[nH]cc(CCNC(=O)CN3C(=O)c4ccccc4C3=O)c2c1	4%	?	5%	-1.1%	-12%	-1%	1%	0%
CCOC(=O)c1[nH]c(C)c(C(=O)Nc2cc(OC)ccc2OC)c1C	24%[46.1 µM]	-13%	-11%	2.5%	2%	-1%	3%	4%
O=C(COC(=O)c1cc(Cl)nc2ccccc12)c1ccc(Cl)cc1	-17%[46.1 µM]	4%	-2%	3.4%	-4%	2%	5%	6%
O=C(/C=C\c1ccc(-c2ccccc2)o1)c1ccccc1	-20%	4µM*	-17%	0.0%	-18%	1%	-3%	-7%
COc1cc(CN2CCCC(CO)(Cc3ccccc3C)C2)cc2c1OCO2 (stereo unspecified)	11%	3%	-22%	-1.0%	0%	-9%	-11%	3%
Cc1ccc(C2C3=C(CC(C)(C)CC3=O)NC3=C2C(=O)CC(C)(C)C3)o1	-7%[46.1 µM]	?	5%	-11%	-2%	-11%	-1%	-6%
O=C(COC(=O)c1ccccn1)Nc1nccs1	-23%[46.1 µM]	-3%	-7%	-1.9%	-25%	-1%	-2%	1%
CCOc1ccc(NC(=O)Nc2cccs2)cc1	-5%[46.1 µM]	-10%	?	0.1%	3%	-4%	20µM*	-2%
CC1(C)CNC(=O)c2sc(NC(=O)c3ccccc3)nc2C1	-16%	?	1%	2.3%	6%	-2%	2%	-1%
CCCCSc1ccc(NC(=O)c2cccnc2)cc1	-16%[46.1 µM]	-2%	?	-1.0%	0%	-1%	6%	-2%
Cc1ccc(N/N=C(\C#N)C(N)=S)cc1C	-14%	?	-23%	0.9%	-1%	0%	?	-10%
S=c1[nH]nc(-c2cc(-c3ccco3)[nH]n2)n1-c1ccccc1Cl	-3%[46.1 µM]	7.1µM*	?	-1.0%	1%	2%	-25%	-5%
CCN1CCCc2cc(CN(CCN3CCOCC3)C(=S)Nc3cc(F)cc(F)c3)ccc21	-46%	?	-21%	-2.3%	-2%	-13%	?	1%
COc1ccc(C2CC(=O)Oc3c(C(CCN4CCOCC4)c4cc(OC)c(OC)c(OC)c4)c(OC)cc(OC)c32)cc1 (stereo unspecified)	?	.	-8%	1.1%	-1%&1%	.	-9%	-11%&4%
Cc1c([N+](=O)[O-])cc(C(=O)Oc2cccc(C(=S)N3CCOCC3)c2)cc1[N+](=O)[O-]	0%	-8%	?	0.0%	-1%	7%	8%	6%
CC1(C(=O)O)CCC(C(=O)N2CCOCC2)C1(C)C (stereo unspecified)	?	?	8%	4.4%	-5%	1%	-5%	-4%
CCOC(=O)C1CCN(C(c2cccc(F)c2)c2sc3nc(C)nn3c2O)CC1 (stereo unspecified)	-11%[46.1 µM]	-1%	-4%	-1.9%	0%	4%	5%	-10%
Cc1cccc(C2c3[nH]c4ccccc4c3CCN2C(=O)c2ccc(=O)[nH]c2)n1 (stereo unspecified)	-7%	-3%	-12%	-9.2%	9%	10%	-4%	-3%
Cc1nn(C)c(Cl)c1S(=O)(=O)N1CCC(CO)(CCc2ccccc2)CC1	18%	-6%	-10%	-4.3%	-4%	1%	0%	-4%
O=C(Nc1cccc(S(=O)(=O)N2CCOCC2)c1)C1CCCN(C(=O)c2ccc(Cl)cc2)C1 (stereo unspecified)	-21%	.	-15%	1.9%	-1%	.	-17%	0%
COC(=O)COc1ccc2c(=O)c(Oc3ccccc3)c(C)oc2c1	-28%[46.1 µM]	-14%	-4%	1.2%	7%	4%	-9%	11%
O=C(Cc1cscn1)c1ccc(O)cc1O	-10%[46.1 µM]	-6%	-9%	-1.0%	4%	-1%	7%	-24%
Cc1ccc(-c2nn(-c3ccccn3)c(=O)c3ccccc23)cc1C	-34%	-17%	3%	-0.2%	-1%	-10%	-2%	-4%
CC(O)C#C[Si](C)(C)c1ccccc1 (stereo unspecified)	.	3%	0%	-0.3%	5%	.	.	-5%
Nc1nc2c(nc(SCc3ccccc3Br)n2C2OC(CO)C(O)C2O)c(=O)[nH]1 (stereo unspecified)	-3%	-9%	-20%	4.3%	6%	5%	1%	-12%
Cc1ccc(C(=O)Nc2ccc(O)cc2C(=O)O)cc1C	-1%[46.1 µM]	3%	-16%	-4.5%	8%	-23%[15.4 µM]	-26%	6%
NC(=O)c1ccc(C2SCC(=O)N2Cc2ccccc2)cc1 (stereo unspecified)	-10%[46.1 µM]	-3%	2%	1.5%	2%	?	9%	-12%
O=C(OCc1ccc(COC(=O)c2ccccn2)cc1)c1ccccn1	-1%[46.1 µM]	-1%	0%	-1.0%	8%	-25%	-1%	-1%
COc1ccc(CCNC2=CC(=O)N(c3ccc(F)cc3)C2=O)cc1	6%	?	-5%	2.1%	-11%	6%	7%	-8%
CSC(=NNC(=O)c1ccccc1O)SC	1%[46.1 µM]	-9%	-6%	-1.0%	17%	?	2%	8%
CN1CCN(S(=O)(=O)c2ccc(=O)[nH]c2)CC1	-6%[46.1 µM]	5%	-2%	-1.1%	-14%	-2%	-6%	-2%
COc1ccc(-c2noc(C3CCCN(C(=O)c4cccs4)C3)n2)cc1 (stereo unspecified)	-8%[46.1 µM]	-3%	-19%	-1.0%	10%	-3%	0%	8%
O=C(c1ccc(-c2cccc(C(F)(F)F)c2)o1)N1CCOCC1	2%[46.1 µM]	10%	-2%	0.0%	-2%	0%	-16%	0%
CN(C)C(/C=C/Nc1ccc(C#N)cc1)=C(C#N)C#N	0%[46.1 µM]	5%	-7%	0.9%	4%	-2%	-13%	0%
O=C(O)CC(NS(=O)(=O)c1c(F)cc(F)cc1Br)c1ccccc1Cl (stereo unspecified)	2%	6%	0%	-2.6%	3%	-1%	-3%	1%
COCCCNC(=O)c1c(N)n(-c2ccc(S(N)(=O)=O)cc2)c2nc3ccccc3nc12	-22%[46.1 µM]	?	-10%	6.8%	?	?	9%	19%
COC(=O)/C=C/C(=O)N1CCN(c2ccccc2)CC1	16%	?	-10%	-0.9%	-9%	0%	8%	-3%
CCSc1nc2c(c(=O)n1CC)SC(C)C2 (stereo unspecified)	-8%[46.1 µM]	-8%	-9%	0.0%	2%	?	1%	-1%
CC(=O)c1sc(NC(=O)COc2ccc(Cl)cc2Cl)nc1C	?	11µM*	-4%	-3.6%	-8%	3%	19%	-4%
Cc1ccnc(NC(=O)/C=C/c2ccccc2[N+](=O)[O-])c1	-12%	?	-22%	0.0%	0%	11%	-8%	2%
CC(C)CN(C(=O)COC(=O)Cc1n[nH]c(=O)c2ccccc12)C1CCS(=O)(=O)C1 (stereo unspecified)	2%[46.1 µM]	-1%	1%	-1.2%	7%	1%	2%	-11%
CC(=O)/C=C1/C(=O)Nc2ccccc21	6%	3.2µM*	-4%	-1.2%	-1%	0%	2%	-2%
Cn1nc([N+](=O)[O-])nc1N1CCOCC1	8%	2%	-3%	1.3%	-5%	-1%	1%	-1%
Cc1ccc(S(=O)(=O)CCC(=O)OCC(=O)NCc2ccc(Cl)cc2)cc1	13%	-9%	-1%	5.6%	1%	-5%	1%	0%
O=C1C(c2ccc(F)cc2)N(C2CCCCC2)C(=O)CN1C1CCCC1 (stereo unspecified)	-20%[46.1 µM]	?	-9%	-0.9%	2%	-3%	-5%	-8%
